# From PubChem BioAssay
# Sm TGR inh: blocks Schistosoma mansoni thioredoxin glutathione reductase; purified TGR, DTNB reduction, TNB absorbance 405 nm; Potency, µM (series often up to 114 µM), for inactives: at the top dose activity change, negative = inhibition, most hits filed as inhibitors; 360,000 tested, 3% active; further: nearly all actives have a fitted effect of over 60% in size
#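 First, TGR (20 nM dispensed) and NADPH were mixed with compound. Second, a 15 min room-temperature incubation followed. Third, further NADPH and then DTNB were added to start the reaction. Finally, TNB absorbance was monitored kinetically.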
# Pf growth 48h: P. falciparum growth inhibition at 48 hours (one generation); P. falciparum luciferase growth in erythrocytes, 48 h; 310,000 tested, 5.9% active; Potency, µM (series often up to 28.7 µM), inactives show at the highest dose activity change, negative = inhibition, most hits filed as inhibitors
#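 Compounds are pin-transferred into medium, infected erythrocytes (2% hematocrit, 0.1% parasitemia final) are added, and plates sit one parasite generation at 37 C in 5% CO2. Detection reagent is then added and luminescence measured.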
# LmPK inhibitor: LmPK (Leishmania mexicana) enzyme inhibition. Q27686. purified LmPK, Kinase-Glo ATP luminescence, 1 h. Potency, µM (series often up to 57.5 µM), for inactives: at the top dose activity change, negative = inhibition, hits mostly inhibitors. 290,000 tested, 0.37% active. AID 1721
# Target sequence (Q27686 whole entry, looked up): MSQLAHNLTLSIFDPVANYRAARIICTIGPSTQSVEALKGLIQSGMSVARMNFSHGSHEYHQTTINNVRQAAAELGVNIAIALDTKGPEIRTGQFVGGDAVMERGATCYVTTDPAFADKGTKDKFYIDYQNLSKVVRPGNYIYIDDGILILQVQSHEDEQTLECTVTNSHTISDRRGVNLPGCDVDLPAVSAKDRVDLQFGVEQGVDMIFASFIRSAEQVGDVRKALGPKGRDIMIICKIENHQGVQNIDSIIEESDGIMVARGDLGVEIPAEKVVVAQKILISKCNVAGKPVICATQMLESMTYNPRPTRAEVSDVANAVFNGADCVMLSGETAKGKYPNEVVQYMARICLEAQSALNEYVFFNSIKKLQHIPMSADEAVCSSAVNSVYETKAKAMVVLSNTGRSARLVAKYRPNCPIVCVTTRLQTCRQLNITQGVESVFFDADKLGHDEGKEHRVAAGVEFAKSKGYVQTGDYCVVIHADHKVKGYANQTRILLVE
#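 Purified LmPK (0.1 nM) converted ADP (0.1 mM) to ATP with PEP (0.5 mM) in imidazole buffer pH 7.2 with KCl and MgCl2, 1 h at room temperature. ATP was read by Kinase-Glo luminescence; data normalized to uninhibited and no-enzyme controls.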
# HCV inh: blocks hepatitis C virus; Huh7.5.1 HCVcc-Cre infection, luciferase reporter, 44 h; Potency, µM (doses to about 41.8 µM), inactives show at the top dose activity change, negative = inhibition, usual class: inhibitors; 340,000 tested, 3.4% active
#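 Whole-lifecycle infectious HCVcc-Cre system; cells 1,000/well, compound then virus (~0.5 moi) added 4 h after plating, 44 h culture. Luciferase read 15 sec following 15 min substrate incubation, room temp.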
# TbPYK inhibitor: inhibitors of Trypanosoma brucei pyruvate kinase; Q57TT1; TbPYK enzyme, Kinase-Glo Plus ATP luminescence, 45 min; Potency, µM (highest dose often 76.8 µM), inactives show at the highest dose activity, negative = inhibition, actives largely listed as inhibitors; 410,000 tested, 0.12% active; further: nearly all actives have a fitted effect of over 50% in size
#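 Quantitative HTS: titrated library compounds versus trypanosomal pyruvate kinase in TEA buffer (pH 7.2) containing KCl, MgCl2, BSA and Tween-20. Reactions were initiated with ADP, 130 uM final. Kinase-Glo Plus luminescence was read after 45 min at RT.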
# Pf growth 96h: inhibits malaria parasite growth, 96 h | P. falciparum luciferase reporter growth, 96 h | 320,000 tested, 6.9% active | Potency, µM (highest dose often 28.7 µM), for the others: top-dose activity change, negative = inhibition, most hits filed as inhibitors
#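 Two-generation exposure (96 h) targets delayed-death phenotype. Reporter parasites carrying integrated firefly luciferase, in red cells at 2% hematocrit and 0.05% parasitemia final, kept at 37 C, 5% CO2; luminescence loss indicates inhibition.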
# Active calls of the source: *; i = inactive; ? = inconclusive; · = not tested or not shown; & = joins results of further samples; [ ] = dose if it differs, or a comment. The call rests on the fitted dose curve; in most records, active means well fitted curve in the direction sought with a large enough effect; inconclusive means small, poorly fitted or top-dose-only effect, or another doubt; inactive means no such curve, though single readings can be large; an effect the other way counts as inactive or inconclusive. On the % scale 0 is the no-effect control and ±100 the full control effect; potency means the concentration at half of the fitted maximal effect. Compounds as they come. About 16% of those tested had a hit in this group.
entry | structure | Sm TGR inh | Pf growth 48h | LmPK inhibitor
1 | O=C(O)C1CCN(S(=O)(=O)c2ccc(Oc3ccccc3)cc2)CC1 | -50% | 4% | 1%
2 | Cc1ccc(-n2ncc3c2CC(C)(C)CC3NC(=O)c2ccc[n+]([O-])c2)cc1 (stereo not given) | -24% | ? | 3%
3 | Cc1ccc(CONC(=O)c2ccc(OC(F)F)cc2)cc1 | 0% | 16% | -2%
4 | CSc1nc(SCCN(C)C)c2c3c(sc2n1)COC(C)(C)C3 | 31% | ? | -4%
5 | CC1CCN(C(=O)CCS(=O)(=O)c2cc3c(cc2Cl)NC(=O)CO3)CC1 | -3%&4% | -6% | -2%
6 | CCOc1ccc2c(c1)-c1c(ssc1=S)C(C)(C)N2C(=O)c1ccco1 | -9% | 2.3µM* | 1%
7 | CC(C)c1ccc(CNC(=O)C(=O)NCC2CCCO2)cc1 (stereo not given) | -3% | 14% | 3%
8 | CSc1ncc(/C=C2/C(=O)NC(=O)N(C3CCCCC3)C2=O)cn1 | 5µM* | 5% | 12%
9 | CCc1c(O)nc(SC2CC(=O)N(c3ccc(F)c(Cl)c3)C2=O)[nH]c1=O (stereo not given) | ? | 3% | 0%
10 | COCc1c(N)c(C)nc(Cl)c1C#N | -1% | -18% | 5%

entry | HCV inh | TbPYK inhibitor | Pf growth 96h
1 | -12% | -7% | 15%
2 | -8% | -13% | ?
3 | -21% | 0% | 55%[activator]
4 | ? | 1% | ?
5 | 11% | -3%&-8% | 5%
6 | 10µM* | -3% | 1.3µM*
7 | -11% | 3% | ?
8 | 25% | ? | ?
9 | 12% | -5% | ?
10 | 7% | -7% | 33%[activator]

# (more compounds)
entry | structure | Sm TGR inh | Pf growth 48h | LmPK inhibitor
11 | Cc1cccc(Nc2nc(N)nc(CN3CCN(Cc4ccc5c(c4)OCO5)CC3)n2)c1 | -24% | ? | -1%
12 | O=C1NC(=O)/C(=C\c2ccc(Oc3cnccn3)cc2)S1 | -3% | 111%[activator] | -6%
13 | O=C(NCC(c1cccs1)N1CCOCC1)c1cc(=O)[nH]c2ccccc12 (stereo not given) | -2% | 4% | ·
14 | O=C(NC1CCCCC1)c1ccc(CNc2nc(=S)[nH]c3ccccc23)cc1 | 11% | ? | 8%
15 | COCCSc1ccccc1C(=O)N1CCN(Cc2ccc3c(c2)OCO3)CC1 | 3% | -26% | -10%
16 | CCOC(=O)Nc1ccc(S(=O)(=O)Nn2cnnc2)cc1 | 1% | -10% | 3%
17 | CN(c1cccc(NC(=O)Nc2cccc(Cl)c2)c1)S(C)(=O)=O | -8% | 57%[activator] | 2%
18 | COc1ccc(NC(=O)c2ccc(-n3nc(C)c[n+]3[O-])cc2)cc1 | 8% | -4% | 4%
19 | COC(=O)CNC(=O)CN1C(=O)N(c2ccccc2)C(N(O)C(=O)Nc2ccccc2)C1(C)C (stereo not given) | 3% | 45%[activator] | 2%
20 | NC1=NS(=O)(=O)NC1c1cccc(Cl)c1 (stereo not given) | -27% | 9% | -3%

entry | HCV inh | TbPYK inhibitor | Pf growth 96h
11 | -27% | -2% | 13µM*
12 | 14% | -7% | 142%[activator]
13 | -23% | -7% | 27%
14 | -52% | 5% | ?
15 | 10% | -1% | ·
16 | 17% | 11% | -1%
17 | ? | -23% | 2%
18 | ? | -4% | 32%[activator]
19 | -3% | -14% | 54%[activator]
20 | 2% | -5% | 6%

# Three compounds already listed, arranged by SMILES length, ascending.
entry | structure | Sm TGR inh | Pf growth 48h | LmPK inhibitor
20 | NC1=NS(=O)(=O)NC1c1cccc(Cl)c1 (stereo not given) | -27% | 9% | -3%
1 | O=C(O)C1CCN(S(=O)(=O)c2ccc(Oc3ccccc3)cc2)CC1 | -50% | 4% | 1%
18 | COc1ccc(NC(=O)c2ccc(-n3nc(C)c[n+]3[O-])cc2)cc1 | 8% | -4% | 4%

entry | HCV inh | TbPYK inhibitor | Pf growth 96h
20 | 2% | -5% | 6%
1 | -12% | -7% | 15%
18 | ? | -4% | 32%[activator]

# Next records.
entry | structure | Sm TGR inh | Pf growth 48h | LmPK inhibitor
21 | COc1ccccc1NCC(O)COc1ccc(C(C)(C)C)cc1 (stereo not given) | 24% | -9% | -2%
22 | Cc1cccc(OCC(O)CN2CCN(C3CCCCC3)CC2)c1 (stereo not given) | 1% | ? | 0%
23 | Cc1ccc(S(=O)(=O)n2[nH]c(=O)cc2NC(=O)c2cccs2)cc1 | -1% | ? | 0%
24 | OC(O)C(Cl)(Cl)Cl | · | -21% | ·
25 | S=c1[nH]nc(-c2ccco2)n1/N=C/c1cccs1 | -4% | 8% | -14%
26 | NC(=O)c1ccc(-n2nnnc2SCC(=O)Nc2ccccc2F)cc1 | 6% | 24% | 3%
27 | CCOC(=O)Nc1ccccc1C(=O)N1CCOCC1 | 21% | 22% | 1%
28 | COc1ccc(/C=N\NC(=O)c2nn(C)cc2Cl)cc1CN1CCOCC1 | 2% | 28% | 4%
29 | COc1cc(NC(=O)CCCNC(=O)c2ccc(Cl)cc2)cc(OC)c1 | -3% | 9% | 2%
30 | CCCCC(CC)CNCC(O)c1ccccc1 (stereo not given) | 2% | ? | -2%

entry | HCV inh | TbPYK inhibitor | Pf growth 96h
21 | ? | -2% | 17%
22 | 13% | -2% | ?
23 | · | · | 7%
24 | · | 4% | ?
25 | 8% | ? | 23%
26 | -23% | 8% | 13%
27 | 9% | 0% | 8%
28 | 5% | -8% | 51%[activator]
29 | -9% | 5% | 10%
30 | 1% | 0% | ?

# (list continues)
entry | structure | Sm TGR inh | Pf growth 48h | LmPK inhibitor
31 | Cc1ccc2[nH]cc(CCNS(=O)(=O)c3ccc(F)cc3)c2c1 | -1% | 11% | 1%
32 | CCCCCC(C)NC(=S)NC(=O)c1cc(S(=O)(=O)N2CCOCC2)ccc1C (stereo not given) | -12% | ? | 0%
33 | CCOc1ccccc1-n1c(SCC(=O)N2CCOCC2)nnc1-c1ccccn1 | 5% | 6% | 3%
34 | CC(=O)c1cccc(NC(=O)c2ccccc2OCc2ccc(F)cc2)c1 | 3% | 4% | -12%
35 | COc1ccccc1NC(=O)C(=O)NCCCN1CCCC1=O | -2% | 65%[activator] | ·
36 | CC(C)CCOc1cccc(OCC(=O)NC2CCS(=O)(=O)C2)c1 (stereo not given) | 6% | -20% | -1%
37 | Cc1ccc(N2C(=O)[C@@H]3[C@H](C2=O)C2c4ccccc4C=CN2[C@@H]3C(=O)c2ccco2)cc1 (stereo not given in full) | 28µM* | ? | 2%
38 | O=C1OCC(c2ccc(Cl)s2)=C1c1ccccc1[N+](=O)[O-] | 3% | 3% | 1%
39 | CCOc1cc2c(Cl)ncnc2c(OCC)c1OCC | 9% | 143%[activator] | 5%
40 | COCCCN1C(=O)c2ccc(C(=O)O)cc2C1=O | -4% | · | -10%

entry | HCV inh | TbPYK inhibitor | Pf growth 96h
31 | -27% | -11% | 94%[activator]
32 | ? | -11% | 12µM*
33 | 17% | -3% | 109%[activator]
34 | ? | -3% | -14%
35 | 17% | -3% | 65%[activator]
36 | -8% | 0% | ·
37 | 3% | 0% | -6%
38 | 1% | 2% | -4%
39 | 9% | -10% | ?
40 | 13% | 1% | 7%

# Continued.
entry | structure | Sm TGR inh | Pf growth 48h | LmPK inhibitor
41 | Cc1ccccc1/C=N/n1c(-c2cc(-c3ccccc3)n[nH]2)n[nH]c1=S | 7% | 18% | 4%
42 | CCOc1ccc(CC(C(N)=O)C(N)=O)cc1CN(C)C | -2% | 9% | 2%
43 | CS(=O)(=O)N1CCN(C(=S)NCc2ccc(F)cc2)CC1 | 4% | -1% | -3%
44 | O=C(Cn1nc(-c2ccccc2)nc1-c1ccccc1)N1CCOCC1 | -27% | 0% | 3%
45 | CCOC(=O)c1ccc2c(c1)nc(SC/C(O)=C(\C#N)c1nc3ccccc3[nH]1)n2CC | -30% | 35%[activator] | 2%
46 | O=[N+]([O-])c1ccc(S(=O)(=O)NCCc2cn3ccccc3n2)cc1 | -8% | 19% | 1%
47 | CCCCCc1n[nH]c2c1CCCC2 | 0% | -14% | 1%
48 | C=CCN=C(NC#N)SCC(=O)NC(C)(C)C | 1% | 14% | 0%
49 | O=C(O)c1ccc(/C=N/Nc2ccc(F)cc2F)cc1 | -18% | i | -22%
50 | COc1ccc(OC)c(-n2c(-c3cccc(O)c3)n[nH]c2=S)c1 | 1% | 0.74µM* | 2µM*

entry | HCV inh | TbPYK inhibitor | Pf growth 96h
41 | 1% | -28% | ?
42 | 5% | -6% | 15%
43 | 7% | -8% | -26%
44 | 13% | -16% | 77%[activator]
45 | 0% | 7% | 63%[activator]
46 | 9% | -10% | -16%
47 | 16% | 1% | 4%
48 | -2% | -1% | 6%
49 | 23% | -16% | ·
50 | 13% | 14µM* | -5%

# Continued (seven carried over from the part before).
entry | structure | Sm TGR inh | Pf growth 48h | LmPK inhibitor
44 | O=C(Cn1nc(-c2ccccc2)nc1-c1ccccc1)N1CCOCC1 | -27% | 0% | 3%
45 | CCOC(=O)c1ccc2c(c1)nc(SC/C(O)=C(\C#N)c1nc3ccccc3[nH]1)n2CC | -30% | 35%[activator] | 2%
46 | O=[N+]([O-])c1ccc(S(=O)(=O)NCCc2cn3ccccc3n2)cc1 | -8% | 19% | 1%
47 | CCCCCc1n[nH]c2c1CCCC2 | 0% | -14% | 1%
48 | C=CCN=C(NC#N)SCC(=O)NC(C)(C)C | 1% | 14% | 0%
49 | O=C(O)c1ccc(/C=N/Nc2ccc(F)cc2F)cc1 | -18% | i | -22%
50 | COc1ccc(OC)c(-n2c(-c3cccc(O)c3)n[nH]c2=S)c1 | 1% | 0.74µM* | 2µM*
51 | CN(C)C(=O)N1CCCC(C(=O)NCc2ccccc2)C1 (stereo not given) | -5% | 20% | -8%
52 | Cc1nc2n(c(=O)c1CCN1CCC(c3noc4cc(F)ccc34)CC1)CCCC2 | 0% | ? | 4%
53 | COc1ccc(NC(=O)c2cc([N+](=O)[O-])ccc2NC(=O)CNC2CCCCC2C)c(OC)c1 (stereo not given) | 3% | 6.6µM* | -1%
54 | Cc1cc(C(=O)NCCCN2CC(C)CC(C)C2)n(-c2ccccc2)n1 (stereo not given) | 4% | · | 6%
55 | CCOC(=O)CCCc1c[nH]c2ccccc12 | 32% | -10% | -2%
56 | Cc1c(NC(=O)C(C)OC(=O)c2ccc(Br)o2)c(=O)n(-c2ccccc2)n1C (stereo not given) | 6% | 1% | 0%
57 | Cc1cc(C)cc(N)c1 | -6% | 26% | ·

entry | HCV inh | TbPYK inhibitor | Pf growth 96h
44 | 13% | -16% | 77%[activator]
45 | 0% | 7% | 63%[activator]
46 | 9% | -10% | -16%
47 | 16% | 1% | 4%
48 | -2% | -1% | 6%
49 | 23% | -16% | ·
50 | 13% | 14µM* | -5%
51 | 21% | 1% | 4%
52 | ? | 3%&-8% | -10%
53 | ? | 0% | 35%[activator]
54 | 6% | 3% | ?
55 | ? | -9% | ?
56 | 1% | 2% | 33%[activator]
57 | -12% | 2% | ?
